Assay outcomes: PubChem BioAssay, several laboratories
PhoP inhibition = inhibitors of PhoP regulon expression, primary screen, Salmonella Typhimurium, GFP reporter (AID 1863) | S. Typhimurium PhoP-regulated promoter GFP reporter, 4 h; higher % means a stronger effect | one-dose inhibition, % at 50 µM; IC50 in µM for titrated hits | 300,000 compounds, 0.16% hits;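 active = inhibition over 29.93%, a cutoff 3 SD above the screen mean, later confirmed by dose response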;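 also: 0% = low Mg2+ inducing control and 100% = high Mg2+ repressing control; strong numbers were not always called active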
Lipid droplet = hepatic lipid droplet formation modulation | AML12 mouse hepatocytes, oleate lipid droplets, BODIPY imaging | inhibition, % at 6.5 µM | 240,000 compounds, 0.4% hits | AID 1656;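 active = lipid droplet intensity inhibited by at least 50%, with more than 500 cells counted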
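Assay system: AML12 hepatocytes (mouse) / Also added: 100 µM oleic acid challenge / Times: overnight treatment with compound plus oleate / Detection: high-content imaging of BODIPY-stained droplets and DAPI nuclei / Evaluation: % inhibition of lipid droplet signal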
T cell modulator = T cell immune modulators affecting CD8 T cell-vesicle binding | calls only at 7 µM | 2C CD8+ T cell-vesicle binding, flow cytometry; stronger effect = lower value | 330,000 compounds, 0.068% hits;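 active = response, share of CD8 T cells binding vesicles, and their 90th percentile fluorescence all below set limits, cut at about 80% in these data, passing the limit was not always enough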
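Material: murine 2C transgenic CD8+ T lymphocytes / Also added: QL9-peptide-loaded Drosophila micro-vesicles bearing Ld, ICAM-1 and B7-1 / Schedule: binding step 1.5 h, 37 °C, antibody labelling 20 min, ice / Signal: flow cytometry, PE anti-B7-1 (FL2) versus Alexa647 anti-CD8 (FL8), PFA-fixed / Evaluation: percent CD8+ FL2 mean versus row control / Benchmarks: naked versus QL9-loaded vesicles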
Lipid droplet cells 6.5 µM = recorded beside Lipid droplet, whose call it bears; cell count; measured here: cell count, cytotoxicity flag;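 cells counted across two imaged fields per well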
T cell modulator vesicle-bound % = also measured in T cell modulator; calls as there; double positive events, %; measured here: CD8+ vesicle-bound cell fraction;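 binding gate set so that unloaded-vesicle control wells show 10% double positive cells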
* marks the source's active call; other numbers are inactive results; i = inactive; · = not tested or not shown.

SMILES	PhoP inhibition	Lipid droplet	T cell modulator	T cell modulator vesicle-bound %	others
COC(=O)c1ccc(O)cc1	·	0	·	·	Lipid droplet cells 6.5 µM=799
CC(=O)Nc1ccc(C(=O)O)cc1	·	·	i	9
CCCn1cnc2c1c(=O)n(CCCCC(C)=O)c(=O)n2C	·	·	i	20
CC(=O)OCC1=C[C@@H]2OC(=O)C3=CO[C@@H](O[C@@H]4O[C@H](CO)[C@@H](O)[C@H](O)[C@H]4O)[C@H]1[C@@H]32	·	·	i	31
Cc1cc(Nc2cc(N3CCN(C)CC3)nc(Sc3ccc(NC(=O)C4CC4)cc3)n2)n[nH]1	2%	·	i	48
NC(=O)c1cn(Cc2c(F)cccc2F)nn1	-7%	·	i	28
COc1ccc(C(=O)NCc2ccc(OCCN(C)C)cc2)cc1OC	-5%	·	i	46
CN1CCN(C(c2ccccc2)c2ccccc2)CC1	-3%	·	i	64
Cn1c(=O)c2c(ncn2CC2OCCO2)n(C)c1=O	-1%	11	i	26	Lipid droplet cells 6.5 µM=840

Gathered by group: the compounds so far with nitrogen in an aromatic ring (four)
SMILES	PhoP inhibition	Lipid droplet	T cell modulator	T cell modulator vesicle-bound %	others
CCCn1cnc2c1c(=O)n(CCCCC(C)=O)c(=O)n2C	·	·	i	20
Cc1cc(Nc2cc(N3CCN(C)CC3)nc(Sc3ccc(NC(=O)C4CC4)cc3)n2)n[nH]1	2%	·	i	48
NC(=O)c1cn(Cc2c(F)cccc2F)nn1	-7%	·	i	28
Cn1c(=O)c2c(ncn2CC2OCCO2)n(C)c1=O	-1%	11	i	26	Lipid droplet cells 6.5 µM=840

Sorted by count of non-hydrogen atoms (ascending): some entries from above.
SMILES	PhoP inhibition	Lipid droplet	T cell modulator	T cell modulator vesicle-bound %	others
CCCn1cnc2c1c(=O)n(CCCCC(C)=O)c(=O)n2C	·	·	i	20
CC(=O)OCC1=C[C@@H]2OC(=O)C3=CO[C@@H](O[C@@H]4O[C@H](CO)[C@@H](O)[C@H](O)[C@H]4O)[C@H]1[C@@H]32	·	·	i	31
Cc1cc(Nc2cc(N3CCN(C)CC3)nc(Sc3ccc(NC(=O)C4CC4)cc3)n2)n[nH]1	2%	·	i	48

2 records drawn at random from those above:
SMILES	PhoP inhibition	Lipid droplet	T cell modulator	T cell modulator vesicle-bound %	others
CC(=O)OCC1=C[C@@H]2OC(=O)C3=CO[C@@H](O[C@@H]4O[C@H](CO)[C@@H](O)[C@H](O)[C@H]4O)[C@H]1[C@@H]32	·	·	i	31
CCCn1cnc2c1c(=O)n(CCCCC(C)=O)c(=O)n2C	·	·	i	20

These rows are one share of the data. The share of hits here may be higher or lower than overall.
